Compound activity: PubChem, Broad Institute
NSD2 inh: NSD2 histone methyltransferase inhibitors, primary screen, biochemical, AlphaScreen, single concentration, set 2; NSD2 peptide methylation, 120 min; inhibition, % at 12.5 µM; 310,000 tested, 0.54% active; AID 743445, 2014; Histone-lysine N-methyltransferase NSD2 (Homo sapiens), O96028; in the data active = inhibition above about 50%
The depositor's hits bear a star. Some of the compounds tested. The share of hits here may be higher or lower than overall.

Screening O=C(N[C@H](Cc1ccccc1)C(=O)N1CCCN(Cc2ccccc2F)CC1)[C@H]1O[C@@H](n2ccc(=O)[nH]c2=O)[C@H](O)[C@@H]1O returned NSD2 inh 15.7.
Cc1ccc(-n2c(SCC(=O)Nc3ccc(Oc4ccccc4)cc3)nnc2-c2ccco2)cc1 was read as NSD2 inh -1.7.
`COc1ccc(N2CCN(c3cncc(C)n3)CC2)cc1` gave NSD2 inh 7.1.
C[C@@H]1[C@@H](c2ccccc2)OC(O)([C@H](Cc2ccccc2)NC(=O)OC(C)(C)C)CN1C (some centres undefined) was read as NSD2 inh -0.1.
`CCOC(=O)C1(C(=O)OCC)N=C(c2ccccc2)C=C1c1ccccc1` gave NSD2 inh -3.9.
For COc1ccc(-n2c(=O)c3c4c(sc3n3c(C)nnc23)CC(C)CC4)cc1 (centres undefined) the results were NSD2 inh -0.5.
For Cc1ccc(CNc2nc3cc(-c4ccccc4C)sc3c(=O)n2C)c(C)c1 the results were NSD2 inh 2.2.
For O=c1ccsc2ccccc12 the results were NSD2 inh 0.0.
c1csc(CNc2nc(Oc3ccncc3)c3sccc3n2)c1 was read as NSD2 inh -7.7.
Screening COc1c(C)cc(C(O)c2ncc(-c3cccc4ccccc34)[nH]2)cc1C (centres undefined) returned NSD2 inh 0.9.
Screening Oc1ccc(CCc2c(F)cccc2F)c2cccnc12 returned NSD2 inh -2.7.
`Nn1c(SCc2cccc3ccccc23)nnc1-c1cc(-c2ccc(Cl)cc2)n[nH]1` gave NSD2 inh 0.4.

Ordered by formula weight (largest number first): part of the list above
Screening O=C(N[C@H](Cc1ccccc1)C(=O)N1CCCN(Cc2ccccc2F)CC1)[C@H]1O[C@@H](n2ccc(=O)[nH]c2=O)[C@H](O)[C@@H]1O returned NSD2 inh 15.7.
`Nn1c(SCc2cccc3ccccc23)nnc1-c1cc(-c2ccc(Cl)cc2)n[nH]1` gave NSD2 inh 0.4.
`COc1ccc(N2CCN(c3cncc(C)n3)CC2)cc1` gave NSD2 inh 7.1.

More records.
For C=Cc1ccc(C(=O)N2CCC(n3nnc4ncccc43)CC2)cc1 the results were NSD2 inh -0.1.
CCCNC(=O)c1cc(C2CCCN(C(=O)c3ccc(OC)cc3)C2)on1 (centres undefined) was read as NSD2 inh 0.9.
Screening CC(C)c1ccc(C(=O)N2CCCCC2c2cc(C(=O)Nc3ccncc3)no2)cc1 (centres undefined) returned NSD2 inh 0.1.
Screening O=C(Nc1ccc(Cl)cc1)c1csc([C@@H]2O[C@H](CO)[C@@H](O)[C@H]2O)n1 returned NSD2 inh -1.9.
Screening O=C(CSc1nc2ccccc2nc1N1CCOCC1)N1CCN(c2cccc(C(F)(F)F)c2)CC1 returned NSD2 inh 3.0.
COCCCNC(=O)c1cccc2c(-c3ccc(O)c(OC)c3)coc12 was read as NSD2 inh -0.3.
`Cc1ccc(-n2c(SCC(=O)Nc3ccccc3-c3ccccc3)nnc2-c2ccco2)cc1` gave NSD2 inh 1.7.
N#Cc1cccc(S(=O)(=O)N2CCN(S(=O)(=O)c3ccc4c(c3)OCCO4)CC2)c1 was read as NSD2 inh -14.0.
Screening COc1cccc(NC(=O)C2(C)CCN2Cc2ccccc2OC(F)F)c1 (centres undefined) returned NSD2 inh -6.7.
O=C(CSc1nnc(-c2cccnc2)n1-c1ccccc1)Nc1ccc2c(c1)OCCO2 was read as NSD2 inh -0.3.
Screening CC(C)NC(=O)C1C(c2ccc(C(F)(F)F)cc2)=Nc2ccccc2N1C(=O)c1ccccc1 (centres undefined) returned NSD2 inh -2.4.
`COc1ccc(C(C)(O)c2nc(-c3cc(F)cc(F)c3)cs2)cc1` (centres undefined) gave NSD2 inh -1.5.
Screening COc1ccc(S(=O)(=O)N2CCC(c3nc4ccccc4o3)CC2)c(OC)c1 returned NSD2 inh -1.7.
Screening CC1(C(=O)NS(=O)(=O)c2cccs2)CCN1C(=O)c1ccccc1CCc1ccccc1 (centres undefined) returned NSD2 inh -1.2.
Screening c1ccc(CNn2nnc3ccccc32)cc1 returned NSD2 inh 0.6.
COc1ccc(CCCNC(=O)C2Cc3c(-c4ccccc4)ccnc3O2)cc1 (centres undefined) was read as NSD2 inh -0.4.
`COC(=O)C1=CN(c2ccc(Oc3ccccc3)cc2)C(N)=C(C#N)C1c1ccc(-c2ccccc2)cc1` (centres undefined) gave NSD2 inh -2.2.
COc1cccc(Nc2nc(C(N)C3CCCCC3)cs2)n1 (centres undefined) was read as NSD2 inh 22.0.
CNc1cccc(-c2cc(OC)c(OC)c(OC)c2)n1 was read as NSD2 inh 5.2.
Cc1ccc(-n2c(SCC(=O)Nc3cccc4ccccc34)nnc2-c2ccccc2)cc1 was read as NSD2 inh 2.0.
`Cc1cccc(S(=O)(=O)NC(=O)C2(C)CCN2C(=O)C/C=C/c2ccccc2)c1` (centres undefined) gave NSD2 inh -1.2.
Screening CC1(Cc2ccc(F)cc2)C(=O)Nc2ccc(-c3cccnc3)cc21 (centres undefined) returned NSD2 inh 0.8.
For CC(C)CN1CCC1(C)C(=O)Nc1ccc(OC(F)F)cc1 (centres undefined) the results were NSD2 inh -5.2.
C=CCNc1ncnc2c1ncn2[C@H]1CN(Cc2ccc(-c3ccccc3)cc2)C[C@@H](CO)O1 was read as NSD2 inh 0.3.
`O=C(NCc1cccs1)C1CCCN(S(=O)(=O)c2cccc3ccccc23)C1` (centres undefined) gave NSD2 inh 4.8.
`CCCS(=O)(=O)NC(=O)C1(C)CCCN(C(=O)c2cc(F)cc(F)c2)C1` (centres undefined) gave NSD2 inh -0.7.
Screening CCN(CC)CCC12CC(C)OC1=Nc1ccccc1NC2=O (centres undefined) returned NSD2 inh 3.8.
`C#CCOCCOCCOCCNc1nc(N2CCOCC2)nc(N2CCN(C(=O)[C@H](CCC(=O)O)n3cc(C(N)CO)nn3)CC2)n1` (some centres undefined) gave NSD2 inh 5.0.
`CCOc1nc2cccc(C(=O)O)c2n1Cc1ccc(-c2ccccc2-c2nn[nH]n2)cc1` gave NSD2 inh 5.0.
For C#CCOc1ccccc1C(=O)NNc1ccc([N+](=O)[O-])cc1[N+](=O)[O-] the results were NSD2 inh -5.0.
CC1(C(=O)NS(=O)(=O)c2ccccc2)CCN1C(=O)Cc1cccc2ccccc12 (centres undefined) was read as NSD2 inh -0.1.
For COc1ccc(S(=O)(=O)NC(=O)C2(C)CCN2C(=O)C2CC2)cc1 (centres undefined) the results were NSD2 inh -0.9.
`Cc1ccc(CNC(=O)Nc2nnc([C@@H]3C[C@H](O)[C@@H](CO)O3)s2)cc1` gave NSD2 inh -0.3.
`CC(C)c1ccc(NC(=O)C2(C)Cc3c(-c4cccc(C(N)=O)c4)ccnc3O2)cc1` (centres undefined) gave NSD2 inh -1.9.
Screening Cc1ccc(-c2nc(C3CCCN(S(=O)(=O)c4ccc(Cl)s4)C3)no2)cc1 (centres undefined) returned NSD2 inh -3.0.
COc1ccc(NC(=O)C2Cc3c(-c4ccccc4Oc4ccccc4)ccnc3O2)cc1 (centres undefined) was read as NSD2 inh -5.3.
Screening CCOC(=O)C1(C)CCN1C(=O)c1cccc(OC(F)(F)F)c1 (centres undefined) returned NSD2 inh -6.8.
For Cc1noc(C)c1-c1ccc(C(=O)NCc2cccc(Cl)c2)c2occc12 the results were NSD2 inh -6.2.
CC(=O)NC(C)(c1ccccc1)c1nc(-c2cccc(F)c2)cs1 (centres undefined) was read as NSD2 inh -2.2.
`CC1(C)CC(NCc2ccccc2)=CC(=S)N1` gave NSD2 inh 8.3.
`O=C(Nc1ccc(Cl)c(Cl)c1)C1CCN(c2nnc(-n3cccc3)s2)CC1` gave NSD2 inh -2.6.
`COc1cccc(Cn2ncc3c4sc(S(C)=O)cc4n(C)c3c2=O)c1` (centres undefined) gave NSD2 inh -0.8.
`CN(C)CCNC(=O)c1cccc(-c2cnc3c(NC=O)cc(-c4ccc(S(C)(=O)=O)cc4)cn23)c1` gave NSD2 inh 3.2.
For Cc1cc(Cl)ccc1OCC(=O)N/N=C/c1ccc[nH]1 the results were NSD2 inh 2.4.
CCCNC(=O)C1(C)CCCN(Cc2ccc(C#N)cc2)C1 (centres undefined) was read as NSD2 inh -3.1.
`O=C(Nc1cccc(Cl)c1)c1csc([C@H]2C[C@H](O)[C@@H](CO)O2)n1` gave NSD2 inh -1.8.
CC(=O)c1ccc(Nc2nc(C(N)COCc3ccccc3)cs2)cc1 (centres undefined) was read as NSD2 inh 2.3.
For c1ccc(COc2cccc(-c3cc4nc(NCCOc5ccccc5)ccn4n3)c2)cc1 the results were NSD2 inh -3.1.
Screening COc1ccc(/C=N/n2cnc3c([nH]c4ccccc43)c2=O)cc1COc1ccccn1 returned NSD2 inh -1.6.
`CC1(Cc2ccccc2C#N)C(=O)Nc2ccc(-c3ccccc3)cc21` (centres undefined) gave NSD2 inh -2.1.
Screening CN(c1cccnc1)c1ccc(NC(=O)Cc2c[nH]c3ccccc23)cc1-c1ccc(C(C)(C)C)cc1 returned NSD2 inh -1.5.
OC[C@H]1O[C@@H](c2nc(-c3ccc4c(c3)CCO4)no2)[C@H](O)[C@@H](O)[C@H]1O was read as NSD2 inh -2.3.
CC(C)Nc1ncnc2c1ncn2[C@H]1CN(Cc2ccc(F)cc2)C[C@@H](CO)O1 was read as NSD2 inh -2.9.
Screening CCCNC(=O)C1(C)CCN(Cc2cc(C(F)(F)F)ccc2Cl)C1 (centres undefined) returned NSD2 inh -5.3.
COc1ccc(CNC(=O)Nc2nc(C(N)Cc3ccc(F)cc3)cs2)cc1 (centres undefined) was read as NSD2 inh -1.4.
Screening N#Cc1ccc(C(=O)NCC2CCN(C(=O)C(=O)c3cccs3)CC2)cc1 returned NSD2 inh 6.4.
Screening Nc1nc2c(ncn2[C@@H]2O[C@H](C(=O)N[C@H](Cc3ccccc3)C(=O)NCCCc3ccccc3)[C@@H](O)[C@H]2O)c(=O)[nH]1 returned NSD2 inh 1.7.
For O=C(NCc1ccccc1)N1CCN(Cc2nc3ccccc3c(=O)[nH]2)CC1 the results were NSD2 inh 5.1.
`CCc1nc2ccc(C(=O)NCCN3CCNC3=O)cn2c1N(CCC(C)C)CCN(C)C` gave NSD2 inh 2.0.
Cc1noc(C)c1-c1ccc(C(=O)Nc2ccc(C(C)C)cc2)c2occc12 was read as NSD2 inh -2.7.

Brought forward from above: two entries, followed by the next part.
`CCc1nc2ccc(C(=O)NCCN3CCNC3=O)cn2c1N(CCC(C)C)CCN(C)C` gave NSD2 inh 2.0.
Cc1noc(C)c1-c1ccc(C(=O)Nc2ccc(C(C)C)cc2)c2occc12 was read as NSD2 inh -2.7.
CCc1nc2ccc(C(=O)N3CCN(C(C)=O)CC3)cn2c1N(C)C(=O)c1cccc(OC)c1 was read as NSD2 inh 0.3.
For COCCN1C[C@@H](CO)O[C@@H](n2cnc3c(NCc4cc(OC)c(OC)c(OC)c4)ncnc32)C1 the results were NSD2 inh 1.1.
Screening COc1ccc(-c2cc3nc(NCCN4CCCC4)n(C)c(=O)c3s2)cc1OC returned NSD2 inh 3.3.
`CCc1nc2ccc(C(=O)N3CCN(C(=O)c4ccco4)CC3)cn2c1N(C)Cc1ccc(OC)cc1` gave NSD2 inh -0.7.
For CC(=O)Nc1cc(-c2cccc(C(=O)N(C)C)c2)cn2c(-c3ccccc3)cnc12 the results were NSD2 inh 15.6.
For CC(C)(C)c1ccc(S(=O)(=O)NC(=O)C2(C)CCN2C(=O)c2cccc3ccccc23)cc1 (centres undefined) the results were NSD2 inh -4.4.
`COc1ccc(NC(=O)C2Cc3c(-c4ccc5c(c4)OCO5)ccnc3O2)cc1OC` (centres undefined) gave NSD2 inh 0.1.
CC(C)CNC(=O)OCc1cn(Cc2ccc(Cl)cc2)nn1 was read as NSD2 inh -0.4.
`Cn1c(SCC(=O)Nc2ccccc2-c2ccccc2)nnc1-c1ccccc1` gave NSD2 inh 6.3.
`O=C(C(=O)N1CCC(CNS(=O)(=O)c2ccc(F)cc2)CC1)c1cccs1` gave NSD2 inh 15.8.
`c1csc(-c2nnc(SCc3cccc4ccccc34)o2)c1` gave NSD2 inh -2.7.
COc1ccccc1C(NC(=O)C1CCN(CCc2ccc(Br)cc2)CC1)c1ccccn1 (centres undefined) was read as NSD2 inh 1.7.
For CCCNC(=O)C1(C)CCCN(Cc2ccc(-c3ccccc3)cc2)C1 (centres undefined) the results were NSD2 inh 4.0.
Screening CC(=O)Nc1cccc(-c2cc3nc(NCc4cccnc4)n(C)c(=O)c3s2)c1 returned NSD2 inh -4.4.
For CC1(C(=O)Nc2ccc3c(c2)OCCO3)CCN1Cc1ccccc1OC(F)F (centres undefined) the results were NSD2 inh -0.2.

Fetched one by one from above:
`O=C(C(=O)N1CCC(CNS(=O)(=O)c2ccc(F)cc2)CC1)c1cccs1` gave NSD2 inh 15.8.
For COCCN1C[C@@H](CO)O[C@@H](n2cnc3c(NCc4cc(OC)c(OC)c(OC)c4)ncnc32)C1 the results were NSD2 inh 1.1.
`CCc1nc2ccc(C(=O)N3CCN(C(=O)c4ccco4)CC3)cn2c1N(C)Cc1ccc(OC)cc1` gave NSD2 inh -0.7.
`c1csc(-c2nnc(SCc3cccc4ccccc34)o2)c1` gave NSD2 inh -2.7.
Screening COc1ccc(-c2cc3nc(NCCN4CCCC4)n(C)c(=O)c3s2)cc1OC returned NSD2 inh 3.3.
COc1ccccc1C(NC(=O)C1CCN(CCc2ccc(Br)cc2)CC1)c1ccccn1 (centres undefined) was read as NSD2 inh 1.7.
